Assay outcomes (PubChem)
GLP-1R agonist: qHTS of GLP-1 Receptor Agonists; Glucagon-like peptide 1 receptor (Homo sapiens), P43220; HEK293 GLP-1R CRE-luciferase, luminescence, 4-6 h; cells express a hypersensitive GLP-1R form; 380,000 compounds, 0.007% hits; Potency, µM (titrated, usually from 45.6 µM), without a hit: top-dose activation, most hits filed as activators; further: potency means the concentration at half of the fitted maximal effect; % of control where 0% means no effect
Target sequence (P43220 whole entry, looked up): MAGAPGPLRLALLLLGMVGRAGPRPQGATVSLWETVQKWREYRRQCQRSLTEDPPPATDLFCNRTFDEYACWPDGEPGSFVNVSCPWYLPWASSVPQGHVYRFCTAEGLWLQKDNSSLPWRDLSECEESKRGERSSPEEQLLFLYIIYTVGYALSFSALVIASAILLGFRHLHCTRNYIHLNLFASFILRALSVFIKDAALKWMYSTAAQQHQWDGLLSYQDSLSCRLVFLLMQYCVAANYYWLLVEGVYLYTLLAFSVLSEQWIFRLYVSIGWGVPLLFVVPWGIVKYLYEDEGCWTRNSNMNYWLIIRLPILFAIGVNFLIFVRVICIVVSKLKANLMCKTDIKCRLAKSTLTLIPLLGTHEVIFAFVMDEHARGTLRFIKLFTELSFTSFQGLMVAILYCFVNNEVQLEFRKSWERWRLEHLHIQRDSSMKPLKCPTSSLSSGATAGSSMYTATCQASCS
IL-2 act: qHTS of IL-2 Activators. IL-2 activation reporter assay, cell-based qHTS; stimulated with anti-CD3/CD4/CD28 beads; in transgenic mouse T cells. activation, % (series mostly up to about 46 µM). 360,000 compounds, 0.065% hits. AID 652025, 2013; in the data active means activation above about 50%; inconclusive means mostly about 30% to 49%; further: 0% is about no effect
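Using fluorescent plate cytometry, EGFP and DsRed are detected in transgenic mouse T cells stimulated 18 h at 37 degrees C with antibody-coated beads after 60 min compound pretreatment.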
WRN helicase inh: qHTS for Inhibitors of WRN Helicase. WRN helicase unwinding, fluorescent forked duplex, kinetic. Potency, µM (highest dose often 114 µM), without a hit: at the top dose activity change, negative = inhibition, hits mostly inhibitors. 360,000 compounds, 0.46% hits; further: potency means the concentration at half of the fitted maximal effect; on the % scale 0 is the no-effect control and ±100 the full control effect; nearly all actives have a fitted effect of over 55% in size
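WRN at 20 nM final was preincubated with compound for 15 min at room temperature; reaction started with 100 nM forked duplex oligonucleotide carrying fluorophore and quencher plus 2 mM ATP (final). Unwinding followed kinetically by red fluorescence (ex 525/em 598 nm).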
GLP1R inv ag: qHTS of GLP-1 Receptor Inverse Agonists (Inhibition Mode). Glucagon-like peptide 1 receptor (Homo sapiens), P43220. HEK293 GLP-1R CRE-luciferase, luminescence, 24 h; GLP-1R form is constitutively active. Potency, µM (series often up to 38.3 µM), for inactives: at the highest dose activity change, negative = inhibition, actives largely listed as inhibitors. 410,000 compounds, 1.6% hits; further: potency means the concentration at half of the fitted maximal effect; on the % scale 0 is the no-effect control and ±100 the full control effect; nearly all actives have a fitted effect of over 55% in size
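Readout was luciferase luminescence, measured 12 min after detection reagent at room temperature. Beforehand, GLP-1R reporter HEK293 cells had sat 12 h, then received compounds for 24 hr at 37 deg C.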
PLK1 PBD block: qHTS for Inhibitors of PLK1-PDB (polo-like kinase 1 - polo-box domain): Primary Screen | Plk1 PBD binding of FITC phosphopeptide, fluorescence polarization | Serine/threonine-protein kinase PLK1 (Homo sapiens), P53350 | 360,000 compounds, 2.8% hits | Potency, µM, inactives show max response, negative = inhibition, usual class: inhibitors; further: potency means the concentration at half of the fitted maximal effect; series mostly up to about 57 µM; on the % scale 0 is the no-effect control and ±100 the full control effect; nearly all actives have a fitted effect of over 65% in size
D3 ag: qHTS of D3 Dopamine Receptor Agonist: qHTS; D(3) dopamine receptor (Homo sapiens), P35462; AID 652048, 2013; max activation, %; 410,000 compounds, 0.58% hits; D3R DiscoveRx beta-arrestin cells, luminescence, 90 min; in the data active means max activation above about 30%; further: 0% is about no effect; mostly tested at two doses, the higher about 12 µM
Target sequence (P35462 whole entry, looked up): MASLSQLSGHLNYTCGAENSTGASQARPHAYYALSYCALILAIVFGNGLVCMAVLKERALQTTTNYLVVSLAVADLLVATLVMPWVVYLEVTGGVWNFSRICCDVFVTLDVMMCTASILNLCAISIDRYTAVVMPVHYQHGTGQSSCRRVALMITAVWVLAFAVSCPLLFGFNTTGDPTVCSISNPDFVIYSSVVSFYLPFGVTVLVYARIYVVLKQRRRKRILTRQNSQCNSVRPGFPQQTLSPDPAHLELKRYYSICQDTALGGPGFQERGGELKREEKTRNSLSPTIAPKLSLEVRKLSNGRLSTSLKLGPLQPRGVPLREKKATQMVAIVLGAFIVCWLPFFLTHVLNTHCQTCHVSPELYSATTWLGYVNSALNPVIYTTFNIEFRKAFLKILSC
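Agonist-mode cell screen: cells plated at 1500/well and incubated overnight at 37 °C, then exposed to library compounds for 90 min at 37 °C. Detection reagent was added for 30–60 min at room temperature, and luminescence was read.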
D3 antag: qHTS of D3 Dopamine Receptor Antagonist: qHTS; AID 652054, 2013; D3R cells, DiscoveRx beta-arrestin luminescence, antagonist mode; stronger effect = lower value; D(3) dopamine receptor (Homo sapiens), P35462; max response, negative = inhibition, %; 360,000 compounds, 2.5% hits; in the data active means max response below about -50%; inconclusive means no clear call, values can overlap the other calls; further: on the % scale 0 is the no-effect control and ±100 the full control effect; mostly tested at two doses, the higher about 12 µM
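Cells expressing the human receptor were seeded at 1500 cells/well, incubated overnight at 37 degrees C in 5% CO2, then exposed to library compounds with dopamine controls for 90 minutes at 37 degrees C before luminescent detection.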
HEK293 tox: qHTS of GLP-1 Receptor Inverse Agonists: Cytotox Screen | HEK293 cAMP-luciferase reporter cells, luminescence, 24 h | Potency, µM (series often up to 38.3 µM), without a hit: at the highest dose activity change, negative = inhibition, most hits filed as inhibitors | 410,000 compounds, 0.13% hits | AID 624418, 2012;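 further: loss of luciferase light is scored as toxicity; potency means the concentration at half of the fitted maximal effect; on the % scale 0 is the no-effect control and ±100 the full control effect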
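1536-well qHTS counterscreen of the MLSMR; 200 cells/uL, 12 h pre-incubation, 23 nL cpd, 24 h at 37 deg C 5% CO2, luciferase detection reagent, 12 min RT, luminescence. Inhibition = undesired.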
PI5P4Ka inh: qHTS for Inhibitors of phosphatidylinositol 5-phosphate 4-kinase (PI5P4K). PI5P4Kalpha enzyme, ADP-Glo luminescence, 60 min; stronger effect = lower value. max response, %. 330,000 compounds, 1.2% hits; active means max response of -50% or lower; inconclusive means between -30% and -50%; inactive means -30% or higher; further: value at the top dose of about 77 µM; on the % scale 0 is the no-effect control and ±100 the full control effect
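Enzyme plus substrate dispensed, test compounds pinned in, then ATP (5 microM final) added. After 60 min at RT, ADP-Glo reagent 1 for 45 min and reagent 2 for 30 min preceded luminescence imaging.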
Numbers without * were called inactive; [ ] = dose if it differs, or a comment. Unless noted, the call rests on the fitted dose curve; in most records, active means well fitted curve in the direction sought with a large enough effect; inconclusive means small, poorly fitted or top-dose-only effect, or another doubt; inactive means no such curve, though single readings can be large; an effect the other way counts as inactive or inconclusive. Compounds were not picked by outcome; any-hit rate near 7.8%.

Cc1nn(C)cc1CNC(=O)Nc1ccc(Cl)c(Cl)c1 was read as GLP-1R agonist 2.5%, IL-2 act -1.8, WRN helicase inh 2.8%, GLP1R inv ag 0.5%, PLK1 PBD block 0.6%, D3 ag -2.5, D3 antag 21.3, HEK293 tox -10.5% and PI5P4Ka inh 4.6.
For CCCNC(=O)CN1C(=O)COc2ccc(S(=O)(=O)N3CC(C)CC(C)C3)cc21 (stereo unspecified) the results were GLP-1R agonist 6.0%, IL-2 act -0.7, WRN helicase inh -1.1%, GLP1R inv ag inconclusive, PLK1 PBD block -10.8%, D3 ag 17.2, D3 antag 0.7, HEK293 tox 1.7% and PI5P4Ka inh 0.6.
Screening CSc1nc(-c2ccccc2)nc2c1COC(C)(C)C2 returned GLP-1R agonist 4.8%, IL-2 act -1.0, WRN helicase inh 0.2%, GLP1R inv ag 20.8%, PLK1 PBD block 29.9µM*, D3 ag 1.4, D3 antag 38.8, HEK293 tox -3.5% and PI5P4Ka inh 8.1.
Screening O=C(COc1ccc(-n2ccnc2)cc1)Nc1cccc(F)c1 returned GLP-1R agonist 11.5%, IL-2 act -0.4, WRN helicase inh -5.5%, GLP1R inv ag 7.0%, PLK1 PBD block -7.7%, D3 ag -3.0, D3 antag 6.0, HEK293 tox 5.6% and PI5P4Ka inh -3.9.
NC(=O)N1CC(O)CC1C(=O)Nc1ccc(Cl)c(Cl)c1 (stereo unspecified) was read as GLP-1R agonist -3.7%, IL-2 act 3.5, WRN helicase inh 2.6%, GLP1R inv ag -18.4%, PLK1 PBD block -6.5%, D3 ag 6.6, D3 antag 8.4, HEK293 tox 0.5% and PI5P4Ka inh 3.8.
For CN1C(=O)N(C)C2CC1N(C)C(=O)N2C the results were GLP-1R agonist 10.4%, IL-2 act -2.4, WRN helicase inh 5.9%, GLP1R inv ag 0.0%, PLK1 PBD block -7.2%, D3 ag 3.5, D3 antag -11.9 and HEK293 tox -6.6%.
Cc1nnc(NC(=O)C2CCCN2C(=O)Nc2ccccc2)s1 (stereo unspecified) was read as GLP-1R agonist 3.1%, IL-2 act -0.6, WRN helicase inh 5.9%[57.1 µM], GLP1R inv ag 5.8%, PLK1 PBD block -15.9%, D3 ag -3.3, D3 antag -25.2, HEK293 tox -3.0% and PI5P4Ka inh 1.5.
For Cn1ccc2c(-c3ccc(F)cc3)cc3c(c21)C1CCC3C1 (stereo unspecified) the results were GLP-1R agonist 6.9%, IL-2 act 0.4, WRN helicase inh -10.5%, GLP1R inv ag inconclusive, PLK1 PBD block 0.9%, D3 ag 8.9, D3 antag 8.7, HEK293 tox 10.1% and PI5P4Ka inh 27.5.
O=C(NCc1ccccc1)c1ccc(Cl)cc1[N+](=O)[O-] was read as GLP-1R agonist -9.2%, IL-2 act -2.0, WRN helicase inh 4.1%, GLP1R inv ag inconclusive, PLK1 PBD block 0.2%, D3 ag -4.8, D3 antag 15.7, HEK293 tox -7.8% and PI5P4Ka inh 2.3.
`CC(C)CC(=O)NC(=S)Nc1ccc(CN2CCOCC2)cc1` gave GLP-1R agonist 3.8%, IL-2 act 0.5, WRN helicase inh 3.7%, GLP1R inv ag -20.7%, PLK1 PBD block -5.8%, D3 ag 13.6, D3 antag 0.9, HEK293 tox -0.7% and PI5P4Ka inh 3.1.
COC(=O)C1(Cc2cc(-c3ccc(Cl)cc3)no2)CCN(C(=O)OC(C)(C)C)CC1 was read as GLP-1R agonist 5.3%, IL-2 act -0.4, WRN helicase inh -2.5%, GLP1R inv ag inconclusive, PLK1 PBD block -7.6%, D3 ag -23.5, D3 antag -28.7, HEK293 tox -3.4% and PI5P4Ka inh 7.6.
Screening Cc1ccc(/C=N/NC(=O)CN2CCN(Cc3ccccc3)CC2)o1 returned GLP-1R agonist -3.6%, IL-2 act 0.5, WRN helicase inh -3.1%, GLP1R inv ag -10.1%, PLK1 PBD block -1.1%, D3 ag -7.4, D3 antag 21.9, HEK293 tox -4.3% and PI5P4Ka inh 1.6.

2 entries picked at random from the list so far:
Cc1nn(C)cc1CNC(=O)Nc1ccc(Cl)c(Cl)c1 was read as GLP-1R agonist 2.5%, IL-2 act -1.8, WRN helicase inh 2.8%, GLP1R inv ag 0.5%, PLK1 PBD block 0.6%, D3 ag -2.5, D3 antag 21.3, HEK293 tox -10.5% and PI5P4Ka inh 4.6.
Screening O=C(COc1ccc(-n2ccnc2)cc1)Nc1cccc(F)c1 returned GLP-1R agonist 11.5%, IL-2 act -0.4, WRN helicase inh -5.5%, GLP1R inv ag 7.0%, PLK1 PBD block -7.7%, D3 ag -3.0, D3 antag 6.0, HEK293 tox 5.6% and PI5P4Ka inh -3.9.

The listing continues.
For C/C(=N\Nc1ncc(Cl)cc1Cl)c1ccc(S(=O)(=O)NCc2ccco2)cc1 the results were GLP-1R agonist 2.9%, IL-2 act -0.3, WRN helicase inh -8.3%, GLP1R inv ag -19.1%, PLK1 PBD block -2.3%, D3 ag 2.4, D3 antag 10.9, HEK293 tox -15.6% and PI5P4Ka inh 0.2.
For Cc1ccc(C)c(N2CCN(C(=O)CN(C)S(=O)(=O)c3ccc4c(c3)CCC(=O)N4)CC2)c1 the results were GLP-1R agonist -4.1%, IL-2 act -0.8, WRN helicase inh -4.3%, GLP1R inv ag 7.3%, PLK1 PBD block -0.8%, D3 ag -0.3, D3 antag 0.8, HEK293 tox 4.8% and PI5P4Ka inh 0.4.
`COc1cc(C(=O)N2c3ccccc3CC2C)cc(OC)c1OC` (stereo unspecified) gave GLP-1R agonist -1.6%, IL-2 act 1.1, WRN helicase inh -10.2%, GLP1R inv ag -6.2%, PLK1 PBD block -8.1%, D3 ag 4.0, D3 antag -28.8, HEK293 tox -18.6% and PI5P4Ka inh 7.3.
Screening N=c1sc2ccccc2n1-c1ccccc1 returned GLP-1R agonist 1.0%, IL-2 act -1.6, WRN helicase inh -0.4%, GLP1R inv ag 0.0%, PLK1 PBD block -5.9%, D3 ag 7.3, D3 antag 13.8 and HEK293 tox -0.4%.
For CCOC(=O)C1(C)CCCN1C(=O)c1c(F)cccc1F (stereo unspecified) the results were GLP-1R agonist 2.4%, IL-2 act 0.0, WRN helicase inh 1.3%, GLP1R inv ag 1.7%, PLK1 PBD block 5.1%, D3 ag 6.0, D3 antag 6.6, HEK293 tox -1.8% and PI5P4Ka inh 1.3.
For CC(=O)Nc1ccccc1C(=O)C(=O)Nc1cccc(C(=O)NCc2ccccc2)c1 the results were GLP-1R agonist 3.2%, IL-2 act -0.9, WRN helicase inh -14.2%, GLP1R inv ag 6.4%, PLK1 PBD block -3.2%, D3 ag -0.8, D3 antag 3.8, HEK293 tox 2.0% and PI5P4Ka inh -4.0.
For CCOc1ccccc1-c1nc(CN2CCN(C(=O)c3ccco3)CC2)c(C)o1 the results were GLP-1R agonist 4.5%, IL-2 act -1.2, WRN helicase inh 1.7%, GLP1R inv ag 11.2%, PLK1 PBD block -9.5%, D3 ag -19.6, D3 antag inconclusive, HEK293 tox -3.3% and PI5P4Ka inh -7.6.
`CCCCc1nnc(NC(=O)C2CC(=O)N(c3ccc4c(c3)OCCO4)C2)s1` (stereo unspecified) gave GLP-1R agonist 0.3%, IL-2 act -3.4, WRN helicase inh 3.9%, GLP1R inv ag 3.1%, PLK1 PBD block -14.0%, D3 ag 8.6, D3 antag 5.9, HEK293 tox 5.4% and PI5P4Ka inh -6.1.
Screening O=C(c1ccc(Cl)cc1Cl)N1CCSCC1 returned GLP-1R agonist 2.1%, IL-2 act 3.1, WRN helicase inh inconclusive, GLP1R inv ag -25.7%, PLK1 PBD block -6.3%, D3 ag -19.5, D3 antag -19.0, HEK293 tox -7.5% and PI5P4Ka inh 7.3.
`CC1C(c2ccccc2)OCCN1C=NC#N` (stereo unspecified) gave GLP-1R agonist 7.4%, IL-2 act -2.8, WRN helicase inh -11.0%, GLP1R inv ag 2.1%, PLK1 PBD block 3.9%, D3 ag 1.4, D3 antag 6.9, HEK293 tox -2.1% and PI5P4Ka inh 1.0.
For COC(=O)c1c([N+](=O)[O-])c(OC)c(OC)c(OC)c1[N+](=O)[O-] the results were GLP-1R agonist 8.1%, IL-2 act 0.3, WRN helicase inh 4.8%, GLP1R inv ag 0.8%, PLK1 PBD block -14.4%, D3 ag 0.0, D3 antag -17.5, HEK293 tox 0.4% and PI5P4Ka inh -6.2.
Screening Cc1cc(C)n(/N=C/c2cccc(O)c2)c(=O)c1C(N)=O returned GLP-1R agonist -5.6%, IL-2 act -0.2, WRN helicase inh -1.2%, GLP1R inv ag 4.1%, PLK1 PBD block -5.5%, D3 ag 6.3, D3 antag -1.0, HEK293 tox -1.1% and PI5P4Ka inh -1.7.
CN(C(=O)CN1C(=O)S/C(=C\c2ccccc2)C1=O)C1CCS(=O)(=O)C1 (stereo unspecified) was read as GLP-1R agonist -0.9%, IL-2 act -0.2, WRN helicase inh 4.2%, GLP1R inv ag 8.9%, PLK1 PBD block -15.4%, D3 ag 6.3, D3 antag 1.2, HEK293 tox 4.6% and PI5P4Ka inh -2.9.
O=C1Nc2ccccc2C12OCC1(CO2)COC2(OC1)C(=O)Nc1ccccc12 (stereo unspecified) was read as GLP-1R agonist -5.3%, IL-2 act -2.0, WRN helicase inh -3.4%, GLP1R inv ag inconclusive, PLK1 PBD block -3.2%, D3 ag -0.3, D3 antag 14.8, HEK293 tox -19.5% and PI5P4Ka inh -14.9.
